Compound activity: PubChem, several laboratories
FadD28 binding = inhibitors of Mycobacterium tuberculosis FadD28 bisubstrate binding | FadD28 bisubstrate probe binding, fluorescence polarization | inhibition, % at 12.5 µM | 360,000 compounds, 0.22% hits | AID 588549; in the data active = inhibition above about 8.5%, passing the limit was not always enough
TcdB GH inh = inhibitors of Clostridioides difficile toxin B glycohydrolase; TcdB glycohydrolase enzymatic assay, plate reader; 350,000 compounds, 0.24% hits; inhibition, % at 9.99 µM; P18177; in the data active = inhibition above about 10%
Target sequence (P18177 whole entry, looked up): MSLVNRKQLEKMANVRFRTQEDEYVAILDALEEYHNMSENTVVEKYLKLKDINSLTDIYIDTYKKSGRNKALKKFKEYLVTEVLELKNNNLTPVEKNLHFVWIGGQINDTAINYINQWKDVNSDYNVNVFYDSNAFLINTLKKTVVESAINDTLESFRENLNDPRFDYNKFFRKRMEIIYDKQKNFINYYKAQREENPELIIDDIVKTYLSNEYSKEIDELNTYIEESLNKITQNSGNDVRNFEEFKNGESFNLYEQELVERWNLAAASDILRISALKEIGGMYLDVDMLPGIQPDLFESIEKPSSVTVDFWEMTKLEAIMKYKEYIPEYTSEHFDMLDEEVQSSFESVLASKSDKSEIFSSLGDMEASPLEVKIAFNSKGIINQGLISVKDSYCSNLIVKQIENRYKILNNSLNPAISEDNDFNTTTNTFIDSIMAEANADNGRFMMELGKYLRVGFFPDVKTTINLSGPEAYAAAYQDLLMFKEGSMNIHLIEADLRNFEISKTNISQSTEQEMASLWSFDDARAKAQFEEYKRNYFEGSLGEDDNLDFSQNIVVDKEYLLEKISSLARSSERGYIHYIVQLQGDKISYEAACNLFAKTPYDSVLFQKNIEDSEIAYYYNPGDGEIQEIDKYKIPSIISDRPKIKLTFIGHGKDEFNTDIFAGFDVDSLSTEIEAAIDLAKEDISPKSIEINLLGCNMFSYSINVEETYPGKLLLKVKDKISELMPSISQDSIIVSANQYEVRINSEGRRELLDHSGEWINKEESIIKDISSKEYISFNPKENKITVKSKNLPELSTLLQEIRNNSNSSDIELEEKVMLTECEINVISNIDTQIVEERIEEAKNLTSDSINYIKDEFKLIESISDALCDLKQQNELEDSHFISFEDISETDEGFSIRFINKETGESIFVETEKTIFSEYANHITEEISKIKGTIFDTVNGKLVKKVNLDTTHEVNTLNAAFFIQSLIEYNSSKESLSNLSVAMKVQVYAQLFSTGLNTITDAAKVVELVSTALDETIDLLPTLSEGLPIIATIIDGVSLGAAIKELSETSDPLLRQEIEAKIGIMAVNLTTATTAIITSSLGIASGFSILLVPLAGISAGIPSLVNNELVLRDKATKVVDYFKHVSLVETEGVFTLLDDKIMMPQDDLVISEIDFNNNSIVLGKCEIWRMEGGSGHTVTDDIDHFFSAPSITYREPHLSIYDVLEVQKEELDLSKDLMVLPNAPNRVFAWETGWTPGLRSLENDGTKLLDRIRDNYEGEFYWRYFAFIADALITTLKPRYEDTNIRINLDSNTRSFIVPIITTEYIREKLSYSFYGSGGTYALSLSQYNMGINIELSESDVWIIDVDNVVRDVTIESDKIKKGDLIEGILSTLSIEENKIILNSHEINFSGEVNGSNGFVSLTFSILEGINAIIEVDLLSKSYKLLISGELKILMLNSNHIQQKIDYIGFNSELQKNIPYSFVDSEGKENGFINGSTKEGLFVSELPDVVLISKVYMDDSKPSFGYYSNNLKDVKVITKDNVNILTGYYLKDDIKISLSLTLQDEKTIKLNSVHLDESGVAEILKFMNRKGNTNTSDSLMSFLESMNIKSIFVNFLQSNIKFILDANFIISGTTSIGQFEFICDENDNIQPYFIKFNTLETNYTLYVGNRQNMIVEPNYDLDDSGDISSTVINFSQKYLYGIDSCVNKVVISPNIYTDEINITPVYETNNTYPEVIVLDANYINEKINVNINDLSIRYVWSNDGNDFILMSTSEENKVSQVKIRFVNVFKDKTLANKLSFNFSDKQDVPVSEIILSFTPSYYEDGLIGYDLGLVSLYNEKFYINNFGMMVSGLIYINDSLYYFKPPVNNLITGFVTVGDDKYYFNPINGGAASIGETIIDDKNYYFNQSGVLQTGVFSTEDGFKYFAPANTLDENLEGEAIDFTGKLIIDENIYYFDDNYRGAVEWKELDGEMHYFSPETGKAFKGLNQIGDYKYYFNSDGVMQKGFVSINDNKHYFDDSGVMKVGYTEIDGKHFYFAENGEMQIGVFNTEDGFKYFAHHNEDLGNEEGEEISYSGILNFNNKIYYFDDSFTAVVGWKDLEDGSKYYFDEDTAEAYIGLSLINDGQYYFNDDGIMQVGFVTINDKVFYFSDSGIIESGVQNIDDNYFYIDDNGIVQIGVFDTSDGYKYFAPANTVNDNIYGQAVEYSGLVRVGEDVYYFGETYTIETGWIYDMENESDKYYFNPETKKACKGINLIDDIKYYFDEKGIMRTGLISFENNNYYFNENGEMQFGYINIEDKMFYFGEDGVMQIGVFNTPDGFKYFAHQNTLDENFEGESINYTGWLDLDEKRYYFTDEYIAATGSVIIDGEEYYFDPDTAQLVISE
BioA inh = blocks M. tuberculosis BioA enzyme activity. inhibition, % at 9.99 µM. 360,000 compounds, 0.096% hits. purified M. tuberculosis BioA enzyme, plate reader; in the data active = inhibition above about 40%
BH1578 lux ind = induces V. cholerae light production without autoinducers. AID 588436. 350,000 compounds, 0.16% hits. V. cholerae BH1578 lux reporter, luminescence, 6 h. activation, % at 18.7 µM; in the data active = activation mostly above about 9.7%, no sharp cut-off; note: not every result past the cut was called active; inactives centre near 0; reference of the scale not given here
Yp Topo-I inh = blocks Yersinia pestis topoisomerase I activity | Y. pestis Topo-I cleavage product accumulation, plate reader | activity, % at 10 µM | 360,000 compounds, 0.064% hits; in the data active = activity above about 50%, passing the limit was not always enough; note: inactives centre near 2
PfHsp40 rescue = restores yeast growth despite PfHsp40 toxicity; S. cerevisiae expressing PfHsp40, growth rescue, ATP luminescence; growth rescue, % at 12.5 µM; AID 504582; 340,000 compounds, 0.68% hits; in the data active = growth rescue above about 28%, passing the limit was not always enough;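 note: yeast W303a lacking pdr1 and pdr3 grown in galactose medium; growth measured after three days at 30 °C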
Mtb FBA inh = inhibits M. tuberculosis FBA enzyme; P9WQA3; purified M. tuberculosis FBA, fluorescence read-out; inhibition, % at 1 µM; 360,000 compounds, 2.3% hits; AID 588726; in the data active = inhibition above about 27%;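 note: 0% = vehicle and 100% = reference inhibitor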
GDH-TPI counter = counter-screen for M. tuberculosis FBA inhibitors: GDH-TPI coupled enzymes; GDH-TPI coupled enzyme counterscreen, NADH absorbance; inhibition, % at 4.8 µM; 360,000 compounds, 1.2% hits; AID 588335; in the data active = inhibition above about 30%;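 note: 0% = DMSO wells and 100% = wells lacking the enzyme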
Mtb UGM inh = Mtb UDP-galactopyranose mutase inhibition | purified UGM, fluorescence polarization probe displacement | P9WIQ1 | inhibition, % at 10 µM | 320,000 compounds, 0.06% hits; in the data active = inhibition above about 10%, passing the limit was not always enough
Starred values were filed as active, the others as inactive; i = inactive; nt = no result given; + = active, no number. Random draw from the library (roughly 4.6% active in at least one column).

SMILES	FadD28 binding	TcdB GH inh	BioA inh	BH1578 lux ind	Yp Topo-I inh	PfHsp40 rescue	Mtb FBA inh	GDH-TPI counter	Mtb UGM inh
COc1ccccc1N(C)S(=O)(=O)c1ccc(Cl)c(C(=O)N2CCC(C(N)=O)CC2)c1	-2.5	0.4	-1.8	-0.2	-11	-0.2	0	-2	3.5
O=C(CN1CCCSc2ccccc21)N1CCN(S(=O)(=O)c2cccc(F)c2)CC1	-3.1	0.8	0.7	i	7	1.3	-1	-3	nt
COc1ccc(N2C(=O)CCC(C(=O)N3CCCCC3)C2c2ccc(OC)c(OC)c2)cc1 (stereo unspecified)	-0.5	nt	1.7	-6.7	2	-0.7	2	-7	3.0
Cc1nc2sc(C(c3cccc(F)c3)N3CCOCC3)c(O)n2n1 (stereo unspecified)	-0.3	nt	1.0	i	9	-1.6	-2	12	4.3
O=C(CSc1n[nH]c(-c2ccncc2)n1)Nc1ccc(Cl)c(Cl)c1	-2.0	0.8	nt	-0.7	-3	-0.7	6	7	-0.2
Cc1cccc(C(=O)O/N=C/c2ccc(Br)cc2)c1	-4.8	-0.8	nt	-0.4	1	0.1	-3	0	2.3
Cc1ccnc(N2C(=O)c3ccccc3C2=O)c1	nt	15*	1.8	i	6	-1.9	0	-1	-1.1
CS(=O)(=O)N1CCc2cc(-c3csc(NC(=O)C(c4ccccc4)c4ccccc4)n3)ccc21	-0.6	nt	1.0	11	-3	0.8	-3	8	3.1
CC(C)c1cccc(C(C)C)c1OCCn1ccnc1	-3.9	nt	0.3	-0.3	-6	0.9	0	-4	0.9
CCCCN1CC(=O)N2[C@H]3c4ccccc4OC[C@@H]3[C@H](C(=O)OCC)[C@]2(C)C1=O	-3.2	2.0	-1.9	-0.8	-3	0.7	1	1	-2.2
COc1ccc(NC(=O)CN2CCC(NC(=O)C3CCCCC3)CC2)cc1	-2.4	nt	-0.9	i	-5	-0.3	-2	-3	-1.2
O=C(NCc1ccc(F)cc1)c1c(O)c2cccc3c2n(c1=O)CCC3	0.3	nt	0.4	nt	1	-0.7	2	8	-0.2
O=C(CN1C(=O)NC2(CCCCC2)C1=O)Nc1ccccc1N1CCCC1	-1.1	-6.1	-1.3	i	-2	0.1	6	2	0.6
CCn1c(C(=O)O)c(CC(=O)Nc2ccccc2OC)c2ccccc21	nt	1.3	-1.3	i	1	-1.2	0	-1	0.6
CCCCSCc1nc2nc(Cl)c(Cl)nc2[nH]1	-1.9	0.3	0.1	i	-4	nt	-3	35*	nt
CC(=O)Oc1ccc(/C=C2\C=C(c3ccc(C)cc3)OC2=O)cc1	0.5	-0.1	-0.5	-1.1	-2	1.2	3	1	-1.6
Cc1ccnc(N2C(=O)CSC2c2ccc(Cl)cc2)c1 (stereo unspecified)	-1.0	nt	1.3	i	6	0.7	-2	-3	1.1
O=C(N/N=C/c1ccoc1)c1ccccc1Br	-3.1	0.3	0.3	-0.2	-5	0.0	-2	-3	3.2
O=C1C2ON(c3ccccc3)C(c3cccnc3)C2C(=O)N1c1ccc(Cl)c(Cl)c1 (stereo unspecified)	-1.9	nt	2.7	1.4	2	0.1	6	-5	-0.4
CCC(CO)NCc1cc(OC)c(OCC(=O)NCCc2ccccc2)cc1Br (stereo unspecified)	-1.3	nt	nt	-0.2	36	0.7	-1	-3	-1.8

The list goes on; it opens with the five that closed the last part.
SMILES	FadD28 binding	TcdB GH inh	BioA inh	BH1578 lux ind	Yp Topo-I inh	PfHsp40 rescue	Mtb FBA inh	GDH-TPI counter	Mtb UGM inh
CC(=O)Oc1ccc(/C=C2\C=C(c3ccc(C)cc3)OC2=O)cc1	0.5	-0.1	-0.5	-1.1	-2	1.2	3	1	-1.6
Cc1ccnc(N2C(=O)CSC2c2ccc(Cl)cc2)c1 (stereo unspecified)	-1.0	nt	1.3	i	6	0.7	-2	-3	1.1
O=C(N/N=C/c1ccoc1)c1ccccc1Br	-3.1	0.3	0.3	-0.2	-5	0.0	-2	-3	3.2
O=C1C2ON(c3ccccc3)C(c3cccnc3)C2C(=O)N1c1ccc(Cl)c(Cl)c1 (stereo unspecified)	-1.9	nt	2.7	1.4	2	0.1	6	-5	-0.4
CCC(CO)NCc1cc(OC)c(OCC(=O)NCCc2ccccc2)cc1Br (stereo unspecified)	-1.3	nt	nt	-0.2	36	0.7	-1	-3	-1.8
O=C(O)CCC(=O)N1CCc2cc(S(=O)(=O)N(CCc3ccccc3)Cc3ccccc3)ccc21	-7.1	nt	3.8	i	12	3.1	-2	3	0.6
N#C/C(=C\c1c(N2CCCCC2)nc2ccccn2c1=O)C(=O)NC1CCS(=O)(=O)C1 (stereo unspecified)	-3.4	nt	-0.6	-0.7	6	0.2	6	13	-2.8
Clc1cccc(Cc2c(-c3ccco3)nc3ccc(Br)cn23)c1	-1.9	-4.8	0.5	nt	nt	nt	3	nt	nt
COc1ccc(C(=O)N2C=Cc3ccccc3C2C(N)=O)cc1 (stereo unspecified)	-3.6	0.5	-0.5	-10	10	nt	-2	1	nt
C/C(=N\N1CCN(c2ccc(Cl)cc2)CC1)c1ccco1	-5.1	-0.2	nt	-0.2	-8	-0.8	-1	-3	3.6
C=C(C)COc1ccc(-c2[nH]ncc2-c2ccccc2)c(O)c1	-9.8	nt	-0.4	-0.6	3	519*	-1	-1	0.6
Cc1ccc(C)c(OCCC(=O)NNC(=O)c2ccccc2F)c1	-0.9	0.6	nt	-1.4	4	-0.3	1	-3	-1.7
CCc1nc2c(OCc3ccc(OC(F)F)cc3)cccn2c1N(C)C(=O)c1ccco1	-3.8	1.1	-0.2	-0.3	22	nt	2	11	nt
COc1ccc(/C=N/NC(=S)Nc2ccccc2)cc1COc1cccc(C)c1C	-1.8	0.2	-2.1	i	-5	-1.3	1	8	-3.4
CCn1c(NCc2ccccc2Cl)nc2ccccc21	-1.3	nt	0.8	nt	-9	-0.1	2	-5	1.5
CCOC(=O)c1c(C)[nH]c(C)c1C(=O)CSc1nnc(-c2ccco2)n1Cc1ccccc1	-2.3	nt	1.0	i	20	-0.1	-2	2	1.5
CCC(=Nc1ccccc1N)c1c(O)[nH]c(=O)[nH]c1=O	-4.5	1.3	-1.5	-0.6	-4	-0.8	4	0	-1.5
CCC(C)(C)NC(=O)C(c1ccc(C)cc1)N(Cc1ccco1)C(=O)Cn1nnc2ccccc21 (stereo unspecified)	-1.2	nt	-1.3	-0.3	-1	0.0	6	7	-0.5
C/C=C/C(=O)OCC(=O)Nc1cccc(S(=O)(=O)NC2=NCCCCC2)c1	-1.3	-0.3	nt	0.7	2	1.6	2	0	0.4
CC(=O)OCc1c(COC(C)=O)[n+](=O)c2ccccc2n1[O-]	0.3	nt	-0.6	-0.3	-3	0.8	-8	11	0.2
Cn1c(=O)c2[nH]c(C=Cc3ccc4c(c3)OCO4)nc2n(C)c1=O	-1.9	1.1	nt	i	1	-1.5	6	31*	nt
CCC1CCCCN1C(=O)CCCc1ccccc1 (stereo unspecified)	-1.8	2.7	-1.3	-0.8	2	-1.8	1	9	0.0
C=CCn1c2ccccc2c(=O)c2cc(C#Cc3ccccn3)ccc21	-10	2.3	-0.6	-2.2	2	29*	+	4	1.0
CCOC(=O)C1=C(C)N=c2s/c(=C\c3ccc(OC(C)=O)cc3)c(=O)n2C1/C=C/c1ccccc1 (stereo unspecified)	-1.6	0.5	nt	-0.3	-12	-1.1	1	0	4.5
O=C(NCCc1ccccc1)C(=O)NCC1OCCN1S(=O)(=O)c1ccccc1 (stereo unspecified)	0.8	0.5	-1.5	-0.4	-5	0.1	-3	0	1.6
O=C(COc1ccccc1Cl)Nc1ccc(S(=O)(=O)Nc2ccccn2)cc1	-1.3	0.3	0.1	-0.3	12	-0.7	2	2	1.5
Cc1cccc(C)c1NC(=S)Nc1ccc(F)cc1	-0.4	0.8	nt	-1.0	11	-1.5	-1	3	-2.7
CCN(CC)C(=S)Nc1cc(C(=O)OC)ccc1C(=O)OC	0.2	nt	-1.6	-0.3	1	0.6	6	-4	-3.3
O=C(NNC(=O)c1cccs1)c1ccc(S(=O)(=O)N2CCCCC2)cc1	-4.0	0.8	nt	-0.3	-7	-0.7	-5	6	-3.1
O=C(CCc1ccccc1)NCc1ccc(F)cc1	-0.5	0.9	-4.2	i	0	0.3	5	-4	3.3
Cc1ccc(C(=O)Nc2ccc(S(=O)(=O)Nc3ncccn3)cc2)cc1[N+](=O)[O-]	0.7	0.7	-2.9	-0.4	-4	0.0	2	7	1.6
CN1CCN(C(=O)c2cc3nc(-c4ccc(Cl)cc4)cc(C(F)(F)F)n3n2)CC1	-4.8	nt	0.7	i	3	-0.5	2	13	0.6
COc1ccc(-c2ccc(-c3cc(=O)oc4cc(OC)c(OC)c(OC)c34)cc2)cc1	-2.4	-0.4	8.7	-1.0	-9	2.3	0	4	nt
CC(C)C(=O)N1CCC2(CC1)Oc1ccc(Cl)cc1C(=O)C21CC(c2ccccc2)=NO1 (stereo unspecified)	-1.3	-0.4	-1.7	0.7	25	1.5	1	-1	-2.6
O=C(O)CSCC(=O)Nc1ccc(C(=O)O)cc1	0.3	nt	-0.9	-2.0	4	-1.4	0	-1	3.9
COC(=O)Nc1ccc2c(c1)ncn2C1CCCCC1	-1.1	nt	-0.6	-0.6	-3	-0.4	-3	12	0.0
COc1cccc(CNC(=O)c2cc3c(c(-c4cccc(-c5cccc(C#N)c5)c4)n2)[C@H](CCO)N(S(=O)C(C)(C)C)C3)c1 (stereo partly specified)	-3.9	0.2	3.1	nt	nt	nt	-2	nt	nt
Fc1ccc(CSc2nnc(Cc3sc(-c4ccccc4)nc3-c3ccccc3)o2)cc1	-1.3	nt	1.0	-1.0	31	-1.4	1	6	2.8
COc1ccc(Cn2c(O)c(C=NCCCn3ccnc3)c(=O)[nH]c2=O)cc1	0.5	nt	0.1	i	0	0.3	1	3	2.9
O=C1CCC(=O)N1CCOP1(=O)COc2ccccc2OC1	-0.5	nt	0.1	-1.3	5	0.2	3	2	-2.7
CC(=O)NNC(=O)c1[nH]c2ccc(Br)cc2c1-c1ccccc1	-4.7	2.0	nt	i	-2	7.3	1	1	2.1
CCOc1ccc(C(=O)N[C@H](C(=O)Nc2ccc(S(=O)(=O)Nc3nccs3)cc2)C(C)C)cc1	-2.1	-1.1	nt	i	7	2.4	6	5	-0.7
O=C(O)CCc1cccnc1	-1.0	0.1	-1.6	-1.0	-2	-0.9	1	2	1.0
O=C(NO)c1cc(OCC(F)(F)F)ccc1OCC(F)(F)F	-1.3	nt	-0.8	-0.3	5	-0.9	0	13	0.0
CCc1ccc2oc(C(=O)N3CCN(c4ccccc4OC)CC3)cc(=O)c2c1	-1.6	1.6	0.8	i	16	6.9	1	10	-1.5

An excerpt of these results, comma-delimited.
molecule,FadD28 binding,TcdB GH inh,BioA inh,BH1578 lux ind,Yp Topo-I inh,PfHsp40 rescue,Mtb FBA inh,GDH-TPI counter,Mtb UGM inh
Fc1ccc(CSc2nnc(Cc3sc(-c4ccccc4)nc3-c3ccccc3)o2)cc1,-1.3,nt,1.0,-1.0,31,-1.4,1,6,2.8
COc1ccc(Cn2c(O)c(C=NCCCn3ccnc3)c(=O)[nH]c2=O)cc1,0.5,nt,0.1,i,0,0.3,1,3,2.9
O=C1CCC(=O)N1CCOP1(=O)COc2ccccc2OC1,-0.5,nt,0.1,-1.3,5,0.2,3,2,-2.7
O=C(O)CCc1cccnc1,-1.0,0.1,-1.6,-1.0,-2,-0.9,1,2,1.0

Continued.
SMILES	FadD28 binding	TcdB GH inh	BioA inh	BH1578 lux ind	Yp Topo-I inh	PfHsp40 rescue	Mtb FBA inh	GDH-TPI counter	Mtb UGM inh
CCCCCCCCCCOC(=O)C[N+](C)(C)CC1CCCCC1O (stereo unspecified)	-0.4	nt	nt	-0.3	22	0.2	1	4	0.9
CCOCCCn1c(=S)[nH]c2cc(C(=O)NCCc3ccc(OC)c(OC)c3)ccc2c1=O	0.9	2.4	-1.6	2.0	-2	-0.4	2	3	3.0
COc1ccc(N(Cc2ccccc2)C(=O)OC(C)(C)C)c(C(=O)N(C)OC)c1	-0.8	0.3	0.7	i	22	1.5	6	4	2.0
Cc1ccc(OCCSCc2nc3ccccc3[nH]2)cc1	-3.8	nt	2.1	i	13	-0.6	1	-5	1.4
Cc1cc(NC(=O)c2ccc(COc3ccc(Cl)c(C)c3)o2)no1	-2.5	nt	0.0	-0.2	3	0.4	1	4	-1.5
